SIRT5 inh – blocks human SIRT5 desuccinylation of peptide. 330,000 tested, 1.1% active. Q9NXA8. inhibition, % at 15 µM. Purified SirT5, succinyl-peptide AMC, trypsin-coupled fluorescence; in the data active means inhibition above about 15%; inconclusive means no clear call, values can overlap the other calls
Target sequence (Q9NXA8 whole entry, looked up): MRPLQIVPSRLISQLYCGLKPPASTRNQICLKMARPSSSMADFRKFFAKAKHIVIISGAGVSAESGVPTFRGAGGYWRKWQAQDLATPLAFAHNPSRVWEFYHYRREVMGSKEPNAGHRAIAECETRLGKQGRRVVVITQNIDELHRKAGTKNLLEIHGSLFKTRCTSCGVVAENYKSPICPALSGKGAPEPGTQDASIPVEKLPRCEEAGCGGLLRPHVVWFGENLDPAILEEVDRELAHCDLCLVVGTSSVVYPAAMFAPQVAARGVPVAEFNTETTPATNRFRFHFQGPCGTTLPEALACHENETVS
miR-122 sensor – inhibitors of miR-122 in Huh7 cells; Huh7 miR-122 Renilla luciferase sensor, 48 h; neutral wells = 0, positive control = 100; 340,000 tested, 0.3% active; activation (reporter increase), % at 12.5 µM;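 active means mean replicate activation score at least 90 and every replicate individually at or above 90; inconclusive means only one of the two criteria met; inactive means neither criterion met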;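 further: higher luciferase means less miR-122 activity so hits act as miR-122 inhibitors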
CASP6 VEID inh – caspase-6 (human) enzyme inhibition; inhibition, % at 12.5 µM; AID 686996; P55212; purified caspase-6, Z-VEID-R110 cleavage fluorescence; 350,000 tested, 0.53% active;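 active means mean inhibition across replicates at least about 35%, with every replicate also reaching that limit, limit read from the data; inconclusive means only one of the two criteria met; inactive means neither criterion met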;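 further: 0% = median of neutral control wells and 100% = no fluorescence left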
Target sequence (P55212 24-179 limits assumed): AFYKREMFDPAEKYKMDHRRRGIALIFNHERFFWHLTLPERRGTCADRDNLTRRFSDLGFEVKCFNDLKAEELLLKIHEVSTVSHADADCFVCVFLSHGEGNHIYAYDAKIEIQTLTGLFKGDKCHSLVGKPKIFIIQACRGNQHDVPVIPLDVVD
Target sequence (P55212 194-293 limits assumed): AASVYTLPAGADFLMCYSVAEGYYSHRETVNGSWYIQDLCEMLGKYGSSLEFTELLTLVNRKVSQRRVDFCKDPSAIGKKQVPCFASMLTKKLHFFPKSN
ERp5 block – ERp5 (human) disulfide isomerase inhibition; Q15084; ERp5 insulin aggregation, absorbance 650 nm, 90 min; inhibition, % at 9.99 µM; 350,000 tested, 0.05% active; AID 651711;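 active means mean replicate inhibition above about 25%, with every replicate also reaching it, limit read from the data, passing the limit was not always enough; inconclusive means only one of those two criteria met; inactive means neither criterion met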
Target sequence (Q15084 whole entry, looked up): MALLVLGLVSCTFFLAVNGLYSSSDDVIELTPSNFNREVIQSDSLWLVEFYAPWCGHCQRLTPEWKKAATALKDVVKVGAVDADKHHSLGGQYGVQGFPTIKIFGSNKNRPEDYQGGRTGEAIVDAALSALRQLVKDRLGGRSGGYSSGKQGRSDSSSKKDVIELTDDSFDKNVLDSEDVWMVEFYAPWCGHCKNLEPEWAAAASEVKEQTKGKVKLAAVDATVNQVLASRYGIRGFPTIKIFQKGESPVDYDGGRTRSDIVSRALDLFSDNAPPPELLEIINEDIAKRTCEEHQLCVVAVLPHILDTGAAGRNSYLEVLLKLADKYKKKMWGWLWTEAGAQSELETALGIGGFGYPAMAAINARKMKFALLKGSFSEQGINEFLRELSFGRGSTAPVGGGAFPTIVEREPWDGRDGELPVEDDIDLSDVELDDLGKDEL
ERAP1 HTS inh – blocks human ERAP1 aminopeptidase activity; recombinant ERAP1, Leu-AMC fluorescence, 60 min; inhibition, % at 10.7 µM; AID 652197; 340,000 tested, 0.15% active;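 active means mean replicate inhibition of at least 30%, or all replicates individually reaching that 30% level; inactive means mean below 30% and not every replicate reaching it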;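 further: 0% = neutral control wells and 100% = L-leucinethiol positive control wells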
DENV2 CPE – protects cells from dengue virus 2 cytopathic effect; 350,000 tested, 1.7% active; DENV2-infected cells, cytopathic effect rescue, plate reader; CPE inhibition, % at 9.99 µM; in the data active means CPE inhibition above about 20%, passing the limit was not always enough; inconclusive means no clear call, values can overlap the other calls; tested in BHK-21 cells;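 further: 0% = median of neutral control wells and 100% = median of positive control wells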
F508del corr – correctors of CFTR F508del function in bronchial epithelial cells; 350,000 tested, 0.36% active; AID 720511; CFBE cells, YFP halide quenching; stimulated with forskolin plus potentiator P3; % fluorescence drop versus neutral controls; activity (quench increase), % at 7.58 µM;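 active means mean added fluorescence quench of at least 8% versus neutral control, with both replicates also reaching 8%; inconclusive means only one of the mean or replicate conditions met; inactive means mean below 8% and not both replicates reaching 8%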;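 further: cells transiently co-express mutant CFTR-F508del with the halide-sensitive YFP; corrector assay measuring rescue of mutant channel to the surface after 24 h compound exposure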
* = called active by the depositor; u = inconclusive; x = no result given; & = joins results of further samples; [ ] = dose if it differs, or a comment.

The first 3 records, to show the layout:
SMILES	SIRT5 inh	miR-122 sensor	CASP6 VEID inh	ERp5 block	ERAP1 HTS inh	DENV2 CPE	F508del corr
O=C(NCCc1ccccc1)c1ccc(Cl)cc1[N+](=O)[O-]	-5	1	-1	1	-1	5	-1.3
C[C@@H]1CN([C@H](C)CO)C(=O)c2cc(NC(=O)Cc3ccccc3)ccc2O[C@@H](C)CCCCO[C@@H]1CN(C)Cc1ccc2c(c1)OCO2	x	-9[16.7 µM]	x	x	x	13	4.1
CCN1CCN(Cc2ccc(NC(=O)c3cc(NC(=O)c4cc(-c5ccc(OC)cc5)n[nH]4)cc(OC)c3)cc2C(F)(F)F)CC1	x	-3	3	0	1	u	-1.0

Results, from the start:
SMILES	SIRT5 inh	miR-122 sensor	CASP6 VEID inh	ERp5 block	ERAP1 HTS inh	DENV2 CPE	F508del corr
O=C(NCCc1ccccc1)c1ccc(Cl)cc1[N+](=O)[O-]	-5	1	-1	1	-1	5	-1.3
C[C@@H]1CN([C@H](C)CO)C(=O)c2cc(NC(=O)Cc3ccccc3)ccc2O[C@@H](C)CCCCO[C@@H]1CN(C)Cc1ccc2c(c1)OCO2	x	-9[16.7 µM]	x	x	x	13	4.1
CCN1CCN(Cc2ccc(NC(=O)c3cc(NC(=O)c4cc(-c5ccc(OC)cc5)n[nH]4)cc(OC)c3)cc2C(F)(F)F)CC1	x	-3	3	0	1	u	-1.0
Cc1cccc(/C=N/NC(=O)CC(=O)NCCc2ccccc2)c1	-4	5	3	4	2	-5	x
Cc1cccc(C)c1NC(=S)N(CCc1ccncc1)C(C)C	16*	x	-2	3	-1	1	0.7
C[C@H](CO)N1C[C@H](C)[C@H](CN(C)Cc2ccc(C(=O)O)cc2)Oc2ccc(NC(=O)Nc3ccccc3)cc2CC1=O	2	-4[16.7 µM]	3	-2	3	u	1.0
CC(Cc1ccccc1)NC(=O)c1cc2ccccc2o1 (stereo not drawn)	-2	x	8	0	-3	4	0.1
CC(CCc1ccccc1)NC(=O)CN1CCSc2ccccc21 (stereo not drawn)	-3	x	-1	-57	6	3	1.5
Cc1cccc(NC(=O)c2cccc(NC(=O)c3ccco3)c2)c1	3	0	3	4	3	1	2.0
O=c1oc2ccccc2c(Cl)c1CN1CCCCC1	1	0	2	7	4	-1	-3.5
O=C(O)CNC(=O)/C(=C\c1ccco1)NC(=O)c1ccco1	4	2	2	-2	0	-1	0.2
O=C(O)c1ccc(C(=O)c2ccc3c(c2)C(=O)N(CC2CCCO2)C3=O)cc1 (stereo not drawn)	2	x	6	3	5	3	x
O=C(CSc1ccc2ccccc2c1Br)Nc1cccc(S(=O)(=O)NC2=NCCCCC2)c1	1	x	-3	-2	0	-2	x
CCOC(=O)Cc1cc(=O)[nH]c(/N=C(\N)Nc2ccc(OC)cc2)n1	-6	-1	-3	-11	x	-3	-0.6
CCCN1[C@@H]2Cn3c(ccc(-c4cccnc4)c3=O)[C@H]1[C@@H](C(=O)NCCc1cn(C)cn1)[C@@H]2CO	-3	x	-18	-4	31*	-1	x
COc1cc2c(=O)n(CCC(=O)NCC3CCCO3)c(=O)n(CC(=O)c3ccc(Cl)cc3)c2cc1OC (stereo not drawn)	-8	-4	-3	-4	2	12	-1.4
O=C(NCCc1ccccc1Cl)[C@@H]1CCCN1C(=O)[C@@H](NC(=O)N1CCOCC1)C1CCCCC1	1	x	2	0	2	9	-1.7
O=C(NP(=O)(N1CCCC1)N1CCCC1)C1=C(N2CCOCC2)/C(=C/c2cccc([N+](=O)[O-])c2)CC1	2	-6	7	0	-3	-4	3.4
Cc1ccc(NC(=O)N2CCCC2C(=O)NCC2CCCO2)cc1 (stereo not drawn)	-3	x	-1	-1	2	-2	0.3
COc1ccc(CCNC(=O)c2ccc3c(c2)N(Cc2ccc(F)cc2)CCS3)c(OC)c1	-3	1	-2	4	-1	2	2.0
Cc1ccccc1NC(=S)N1CCC(NC(=O)c2ccco2)CC1	x	-4	0	-1	x	3	4.0
C[C@H]1CCCCO[C@@H](CN(C)S(=O)(=O)c2ccccc2)[C@@H](C)CN([C@@H](C)CO)C(=O)c2cc(NC(=O)Nc3ccc(C(F)(F)F)cc3)ccc2O1	4	-7[16.7 µM]	-2	0	1	0	5.4
CN1c2ccc(-c3cccc(C#N)c3)cc2[C@@H]2[C@@H](CCN2C(=O)NC2CCCCC2)[C@@H]1CO	x	7[16.7 µM]	x	x	x	-20	2.6
O=C(CSc1ccc2nnc(-c3cccnc3)n2n1)Nc1ccc(F)cc1F	0	x	-3	3	-4	u	0.4
Cc1ccc2nc(-c3ccccn3)cc(C(=O)Nc3ccc4c(c3)OCO4)c2c1	3	-1	3	-7	-5	-1	-3.0
O=[N+]([O-])c1cccc(/C=C/c2ccccn2)c1	24*	12	-2	4	-2	u	0.0
Cc1noc(C)c1S(=O)(=O)Nc1ccc2c(c1)C(=O)N([C@H](C)CO)C[C@@H](C)[C@@H](CN(C)C)OCCCC[C@H](C)O2	1	2[16.7 µM]	-8	1	-2	-9	-2.0
CCOC(=O)C1=C[C@@H](C(C)C)N(S(=O)(=O)c2ccc(C)cc2)[C@H]1c1ccc(C(F)(F)F)cc1	-1	-1	-1	-1	-8	1	0.7
C[C@@H]1CN([C@@H](C)CO)C(=O)c2cc(Br)cnc2O[C@H]1CN(C)C(=O)Nc1ccc2c(c1)OCO2	-7&-1	0	-1&8	3&-3	10&-2	-3&-1	-0.7&1.0
COc1ccc(CCNC(=O)c2cc(S(=O)(=O)N3CCCCC3)c[nH]2)cc1OC	1	x	3	-1	0	6	-1.0
CCc1ccc([C@H]2[C@@H]3C(=O)C[C@@H]4C(=O)NC(=O)[C@@H]4[C@@H]3CN2S(=O)(=O)c2ccc(C)cc2)cc1	0	3	2	-1	-5	-1	1.5
Cc1nc2ccccc2c(=O)n1NC(=O)c1ccc(C(C)(C)C)cc1	-12	x	-6	-1	0	-5	-1.1
CCc1cc(=O)oc2c3c(cc(OCC(=O)NCCCC(=O)O)c12)OC(C)(C)CC3	-49	-5	0	3	-2	2	-0.8
CC1CCN(c2c(NCc3ccc(C(=O)NCc4ccccc4)cc3)c(=O)c2=O)CC1	3	0	-1	-3	-2	-8	2.5
O=C(Cc1ccccc1)N(c1ccc(F)cc1)C1C=CS(=O)(=O)C1 (stereo not drawn)	6	-6	1&2	0&2	-4&-1	3	2.8
COC(=O)C1=C(C)N(CCc2ccccc2)C(=O)C1(NS(=O)(=O)c1ccc(NC(C)=O)cc1)C(F)(F)F (stereo not drawn)	-4	4	0	1	1	-2	-1.4
CCOC(=O)c1[nH]cnc1C(=O)Nc1ccccc1	-1	x	-2	2	3	2	-1.2
CC(C)C[C@@H](CO)N1CCN(Cc2cccnc2)CCC1=O	x	x	-1	-1	x	0	2.5
COc1ccc(NC(=O)Nc2ccc3c(c2)[C@@H]2C[C@@H](CC(=O)NCCc4ccccc4)O[C@@H](CO)[C@@H]2O3)cc1	0	11[16.7 µM]	1	3	-1	-4	-1.3
CCc1ccc(NC(=O)C2CCCN(S(=O)(=O)c3c(C)[nH]c(=O)[nH]c3=O)C2)cc1 (stereo not drawn)	0	4	1	-28	3	-2	2.1
S=C1N(c2ccccc2)CN(CCN2CCOCC2)CN1c1ccccc1	-7	-1	-1	5	2	-7	-2.5
O=C(Cn1cc([N+](=O)[O-])ccc1=O)NC1CCCCC1	2	x	6	9	-2	u	-1.7
CCC(=O)C1CCCN(C(=O)c2ccc(OC3CCN(C(=O)c4cccnc4)CC3)cc2)C1 (stereo not drawn)	-2	x	-2	4	0	-5	1.1
C/C=C/c1cnc2c(c1)C(=O)N([C@H](C)CO)C[C@@H](C)[C@H](CN(C)S(=O)(=O)c1ccc(OC)cc1)O2	-11	1[16.7 µM]	0	-3	1	-9	-2.5
C[C@H](CO)N1C[C@H](C)[C@H](CN(C)CC2CC2)Oc2ccc(NC(=O)Cn3cnnn3)cc2C1=O	0	-9[16.7 µM]	-1	-3	-1	15	-0.2
CSCC[C@H](NC(=O)N1CCn2c1nc1ccccc12)C(=O)NCC1CCCO1 (stereo partly drawn)	-4	-2	0	-8	-2	0	-1.2
CCOC(=O)C(Cc1ccccc1)(NC(C)=O)C(=O)OCC	-1	-1	-1	2	-1	-3	-0.2
CN1OC[C@@H]2CN3C(=O)N(c4cccc5ccccc45)c4ccccc4[C@@H]3C[C@@H]21	-10	-3	3	-4	-1	7	3.1
COCc1cc(N2CCN(C(=O)OC(C)(C)C)C[C@@H]2C)ccc1N1CCN(Cc2ccccc2)[C@@H](C)C1	2	x	-3	1	0	0	-0.3
NC(=O)c1ccc(NC(=O)CN2CCOCC2)cc1	-3	4	2	3	-1	2	-0.4
COc1ccc(NC(=O)c2cccc3ccccc23)cc1	-3	18	-3	6	3	-2	6.2
CC(Oc1ccccc1)c1ccnc(N)n1 (stereo not drawn)	0	-2	-4	9	-3	2	-3.8
CCOC(=O)N1CCN(C(=O)C[C@@H]2C[C@@]3(C(=O)OCC)CCCC=C3N(Cc3ccc4c(c3)OCO4)C2=O)CC1	-1	x	4	-1	-3	-2	1.7
COc1ccc(NC(=O)Nc2ccc3c(c2)[C@@H]2C[C@H](CC(=O)NCc4ccccn4)O[C@H](CO)[C@@H]2O3)cc1	-2	-2[16.7 µM]	1	0	0	-3	-0.6
C[C@@H](NC(=O)C[C@H]1C[C@@H]2c3cc(NS(=O)(=O)c4ccc(F)cc4)ccc3O[C@@H]2[C@@H](CO)O1)c1ccccc1	4	1[16.7 µM]	2	5	3	1	2.3
CO[C@H]1CC[C@@H]2CCN(C)C(=O)[C@H](C)N(C)C(=O)c3cc(C#N)ccc3OC[C@@H]1O2	0	x	5	3	-2	0	x
O=C(O)c1cnn2c(-c3ccccc3)ccnc12	7	-5	1	8	2	3	0.5
COc1ccc(NC(=O)N(C)C[C@H]2Oc3ccc(NC(=O)NC4CCCCC4)cc3C(=O)N([C@@H](C)CO)C[C@@H]2C)cc1	-8	-2[16.7 µM]	0	0	4	46*	-3.2
Cc1onc(-c2ccccc2)c1C(=O)NCc1cccc(Cl)c1	-2	-2	1	4	-5	-1	-3.5
N#C[C@H]1[C@H](c2ccc(-c3ccccc3)cc2)[C@H](CO)N1C(=O)Cc1ccncc1	x	x	0	5	-1	-4	-5.6
Additional entries follow.
SMILES	SIRT5 inh	miR-122 sensor	CASP6 VEID inh	ERp5 block	ERAP1 HTS inh	DENV2 CPE	F508del corr
CC(C)C#Cc1ccc([C@H]2[C@H](CO)N3C(=O)CN(C(=O)C4CCCCC4)C[C@@H]23)cc1	-2	x	-1	6	-1	-5	-0.4
O=C(N/N=C/c1c[nH]c2ccccc12)c1ccncc1	4	x	-4	-3	-1	-4	3.0
COc1ccc(Cc2nc3ccc(C(=O)N4CCC(C(N)=O)CC4)cc3o2)cc1	x	-8	-64	2	-3	-5	0.6
C[C@@H]1CN([C@H](C)CO)C(=O)CCCn2nncc2CO[C@@H]1CN(C)S(=O)(=O)c1ccccc1C#N	12&7	-2	-2&-4	1&2	-1&3	-4&-2	-2.7&-0.8
CN(Cc1ccsc1)C(=O)CCc1nnc(CCCc2ccccc2)o1	-2	-5	-1	-3	x	2	-0.2
COc1ccc(CC(=O)NNC(=O)CCC(=O)Nc2cc(C)ccc2C)cc1	4	x	1	-3	1	1	-3.2
O=C(CN1CCN(C(=O)c2ccc(-c3nc4ccccc4s3)o2)CC1)Nc1ccccc1Cl	-5	-1	-4	-8	0	-4	-1.1
CC(=O)c1cccc(N2C(=NC(=O)CCc3ccccc3)SC3CS(=O)(=O)CC32)c1 (stereo not drawn)	-1	6	4	3	-2	-1	4.4
CCc1nn2c(=O)cc(COc3ccc(NC(=O)c4ccco4)cc3)nc2s1	0	1	2	3	2	0	-0.4
CCOc1ccccc1NC(=O)NS(=O)(=O)c1ccc(C)cc1	-4	7	1	2	-4	x	x
COc1ccc(C(=O)C[n+]2ccc3c(c2)nc(-c2cc(OC)c(OC)cc2OC)n3C)cc1	1	-6	1	7	2	11	1.3
